CYP2C19 act: increases human CYP2C19 enzyme activity. recombinant CYP2C19, luciferin-H EGE luminescence; stronger effect = higher value; 0 = fully inhibited enzyme, 1 = untreated enzyme. activation factor at 5 µM. 96,000 tested, under 10 active. P33261;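 active = activation factor of at least 2 at 5 µM in the primary screen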;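 note: 0 = wells with 2.5 mM tranylcypromine and 1 = vehicle-only wells; values of inactives mirror those of a sister screen read the other way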
CYP2C9 inhib: inhibitors of human CYP2C9; CYP2C9 Supersomes, luciferin-H conversion, luminescence; P11712; actives 20% (n = 96,000); inhibition, % at 5 µM;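 active = blocking of liver enzyme CYP2C9 beyond about 50% at 5 µM, limit read from the data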; note: values of inactives mirror those of a sister screen read the other way
MT1-MMP txn act: MT1-MMP promoter transcription activation. HT1080 MT1-MMP promoter luciferase reporter, luminescence, overnight; stronger effect = higher value. AID 750. actives 0.16% (n = 86,000). activation factor at 10 µM;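 active = activation factor of at least 2 for MT1-MMP transcription at 10 µM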
Mac1 fbg inh: blocks human CD11b/CD18 adhesion to fibrinogen; inhibition, % at 10 µM; actives 0.54% (n = 93,000); P05107+P11215; AID 1497; K562 CD11b/CD18 adhesion to fibrinogen, ATPlite luminescence; Mn2+ added to activate the integrin;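 active = primary inhibition of 50% or more at 10 µM, then 40% or more on retest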; note: some results filed as inactive read as strong as hits
Target sequence (P05107 whole entry, looked up, other chains not shown): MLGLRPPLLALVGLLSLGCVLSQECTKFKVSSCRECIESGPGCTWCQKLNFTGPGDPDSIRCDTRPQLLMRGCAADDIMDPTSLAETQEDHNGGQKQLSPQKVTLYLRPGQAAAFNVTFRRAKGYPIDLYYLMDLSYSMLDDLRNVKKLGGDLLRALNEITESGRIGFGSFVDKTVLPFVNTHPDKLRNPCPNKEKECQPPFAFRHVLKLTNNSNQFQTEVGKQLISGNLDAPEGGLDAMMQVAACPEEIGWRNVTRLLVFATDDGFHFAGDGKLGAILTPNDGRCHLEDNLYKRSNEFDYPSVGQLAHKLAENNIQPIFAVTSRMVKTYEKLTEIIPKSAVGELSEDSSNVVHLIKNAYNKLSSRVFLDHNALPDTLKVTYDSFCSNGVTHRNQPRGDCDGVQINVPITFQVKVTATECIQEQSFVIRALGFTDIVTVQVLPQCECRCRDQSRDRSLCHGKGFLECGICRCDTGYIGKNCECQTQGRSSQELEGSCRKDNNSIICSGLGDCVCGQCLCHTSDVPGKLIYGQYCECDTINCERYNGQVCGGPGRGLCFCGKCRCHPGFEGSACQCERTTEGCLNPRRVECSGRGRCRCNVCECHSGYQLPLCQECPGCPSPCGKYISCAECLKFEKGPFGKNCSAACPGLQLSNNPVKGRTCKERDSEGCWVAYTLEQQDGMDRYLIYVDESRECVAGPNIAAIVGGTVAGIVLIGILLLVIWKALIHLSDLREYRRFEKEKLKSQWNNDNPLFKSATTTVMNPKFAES
Mac1 fbg enh: CD11b/CD18-fibrinogen binding enhancement; P05107+P11215; K562 CD11b/CD18 adhesion to fibrinogen, ATPlite luminescence; activation, % at 10 µM; actives 0.07% (n = 93,000);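 active = 10 µM primary screen giving 50% or more activity, confirmed by 40% or more on retest at that dose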; note: strong numbers were not always called active; reference of the scale not given here
Pyk2 oligo antag: antagonists of human Pyk2 oligomerization. AID 1347419. Q293 cells, Pyk2 FERM NanoBiT luminescence; stronger effect = lower value. Q14289. z-score (the deposit names both 25 µM and 10 µM). actives 0.83% (n = 99,000);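 active = Z-score of -3 or lower, scaled per plate to the spread of control and sample wells; inactive = z-score above -3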;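 note: negative z-score means lost luminescence so less FERM oligomerization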
PLAP activator: human PLAP activation; P05187; purified PLAP enzyme, luminescent substrate read-out; stronger effect = higher value; activation fold at 20 µM; actives 1.2% (n = 96,000); in the data active = activation fold above about 2
CYP2C19 inh: human CYP2C19 inhibition; P33261; CYP2C19 Supersomes, luciferin-H EGE luminescence, 30 min; inhibition, % at 5 µM; actives 21% (n = 96,000); AID 778;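 active = CYP2C19 inhibition above a set limit at 5 µM in the primary screen, cut at about 50% in these data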;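 note: plate controls were negative control wells for no effect and 2.5 mM tranylcypromine positive control for full effect; values of inactives mirror those of a sister screen read the other way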
CYP2C9 activ: increases human cytochrome P450 2C9 activity | activation factor at 5 µM | actives 1.4% (n = 96,000) | AID 1024 | P11712 | recombinant CYP2C9, luciferin-H conversion, luminescence; stronger effect = higher value; factor 1 = untreated enzyme, 0 = blocked;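 active = activation factor of 2 or more for CYP2C9 at a 5 µM dose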;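 note: 0 = sulfaphenazole-blocked wells and 1 = vehicle-only wells; values of inactives mirror those of a sister screen read the other way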
The depositor's hits bear a star; x = not tested or not shown.

CYP2C19 act,CYP2C9 inhib,MT1-MMP txn act,Mac1 fbg inh,Mac1 fbg enh,Pyk2 oligo antag,PLAP activator,CYP2C19 inh,CYP2C9 activ,molecule
0.3,37,1.4,4,-2,1.5,1.8,71*,0.6,CCC(C(=O)NCc1ccco1)N(C(=O)CNS(=O)(=O)c1ccccc1)C1CCCCC1 (centres undefined)
1.2,-32,x,-29,-5,0.55,2*,-17,1.3,O=C(NNC(=O)C1CCCO1)c1ccccc1Cl (centres undefined)
0.9,-2,1,2,-5,x,0.9,8,1,CC(=O)N(c1ccc(Br)cc1)C1C=CS(=O)(=O)C1 (centres undefined)
0.9,-1,1.1,-16,2,-0.02,1,15,1,c1ccc(-n2nnnc2-n2ccnc2)cc1
0.7,19,1.5,-12,1,0.75,1.5,33,0.8,CCN1CCN(c2nc3sc4c(c3c3ncnn23)CC(C)CC4)CC1 (centres undefined)
0.7,6,1.1,20,-1,-0.23,1.1,26,0.9,Cc1cc(C)c2c(CN3CCN(CCO)CC3)cc(=O)oc2c1
0.9,14,1.6,4,-5,-1.2,1.1,11,0.9,Cc1ccc(Cc2cnc(NC(=O)c3ccco3)s2)cc1
1.2,-35,x,10,-3,0.68,1.3,-23,1.4,NC(=O)N1CCN(C(=O)c2ccco2)CC1
0.7,8,1.1,-2,0,-0.68,1.2,26,0.9,Cc1ccc(NS(=O)(=O)c2cc(C(=O)N3CCOCC3)ccc2C)cc1C
1,16,1,6,-2,1.1,1.8,0,0.8,Cc1noc(C)c1S(=O)(=O)N1CCC(C(=O)N2CCN(c3ccccc3Cl)CC2)CC1
0.3,23,1.2,30,-5,-1.9,1.3,70*,0.8,Cc1cc(Cl)ccc1Oc1cccc(C(=O)/C(C#N)=C/N(C)C)c1
0.4,36,x,12,-2,-1,1,61*,0.6,O=c1[nH]c2cccc(Cl)c2n(CCNc2ncc(C(F)(F)F)cc2Cl)c1=O
1,11,x,1,1,-1.6,1,1,0.9,O=[N+]([O-])c1cc(-c2n[nH]c(-c3ccccc3)n2)cc([N+](=O)[O-])c1
1,8,1.1,-14,-5,x,1.2,4,0.9,CCn1ncc(C2=NOC(C(=O)Nc3c(C)n(C)n(-c4ccccc4)c3=O)C2)c1C (centres undefined)
0.9,-5,1.2,x,x,0.85,1.2,6,1,CC(C)(C)NC(=O)COC(=O)c1cncc(Br)c1
1,-3,1.2,2,-5,x,1.2,-4,1,CCOC(=O)N1CCN(c2nc3c(c(=O)[nH]c(=O)n3C)n2Cc2ccccc2Cl)CC1
0.6,3,1.2,-4,1,-0.08,0.9,36,1,CC(=O)c1ccc(N2CCCCCC2)c(F)c1
1,31,1,11,2,-1.3,2.3*,1,0.7,Cc1ccc2nc3c(cc2c1)c(NC(=O)c1ccccn1)nn3CC(C)C
0.5,26,1.1,-14,7,-0.2,1.1,53*,0.7,O=C(c1ccc(F)cc1)N1C2CCC1CC(O)(c1ccccc1F)C2 (centres undefined)
0.9,10,1.3,-13,5,x,1,13,0.9,Cc1ccc(NC(=O)C2C3C=CC4(CN(Cc5cccnc5)C(=O)C24)O3)cc1 (centres undefined)
1,9,0.9,-10,-4,0.91,1,-5,0.9,CCCNC(=O)c1cc(SC)ccc1Cl
0.8,37,1.1,14,-3,-1.9,0.8,15,0.6,CC(=O)N1C(=O)C(=C2C=C(C)OC(C)=C2)c2ccccc21
1.1,-7,0.9,-17,1,1,0.9,-10,1.1,C=CCNC(=O)CN1CCC(O)(c2ccccc2)CC1
0.8,28,1.4,-9,1,0.26,2.3*,18,0.7,COc1cc(/C=N/Nc2nc3ccccc3o2)cc(OC)c1O
0.9,28,1.5,0,-2,1,1,12,0.7,COc1ccc2nc(NC(=O)CSc3nnc(-c4ccoc4C)n3C)sc2c1
0.7,44,1.2,5,19,1.1,1.4,28,0.6,Cc1cc(C(=O)CN2C(=O)NC(C)(c3cccc(Br)c3)C2=O)c(C)n1Cc1ccco1 (centres undefined)
0.1,67*,1.1,-5,-4,-0.55,0.3,92*,0.3,CNC(=O)c1cc2cc(OC)ccc2n1CCN(Cc1ccccc1)Cc1ccccc1
0.4,13,1.2,x,x,-0.13,1,59*,0.9,Cc1cc(N2CCOCC2)c(F)cc1C(=O)c1ccccc1
1,11,1.1,3,-6,-0.2,0.9,-5,0.9,COC(=O)c1cccc(COC(=O)CNC(=O)c2ccco2)c1
0.9,13,1.1,0,-3,-0.31,0.8,12,0.9,CCNC(=O)c1oc2c(c1C)C(=O)CC(C)(C)C2
1.1,-17,1,3,-4,0.1,1,-12,1.2,O=C(Nc1cccc(C(=O)N2CCOCC2)c1)c1cncc(Br)c1
0.6,84*,1.1,-50,7,0.71,0.9,40,0.2,Cc1ccc(NC(=O)CN(C)S(=O)(=O)c2cccc3nsnc23)cc1Cl
0.5,60*,1,x,x,x,1.2,48,0.4,CC(NC(=O)c1ccccc1)c1nc2ccccc2n1Cc1ccccc1F (centres undefined)
0.7,43,1.2,12,0,-3*,2.4*,34,0.6,COc1ccc(-c2n[nH]c3c2C(c2ccc(OC)c(OC)c2)N(c2ccccc2)C3=O)cc1 (centres undefined)
0.7,85*,x,-25,-4,-1.9,1,32,0.2,Cc1cccc(C)c1Oc1nc(-c2ccccc2)ncc1S(=O)(=O)c1ccccc1
1,-8,1.2,-4,-1,0.2,1.6,5,1.1,c1ccc2sc(N3CCN(Cc4nnnn4CC4CCCO4)CC3)nc2c1 (centres undefined)
0.8,12,1,14,-3,-0.33,1.4,20,0.9,C=CCc1cc(C)ccc1OCC(O)CN1CCN(c2ccccc2)CC1 (centres undefined)
1.1,-16,x,3,-3,0.9,1.1,-7,1.2,CCOC(=O)CNC=C(C(=O)OCC)C(=O)OCC
0.5,51*,1.2,-7,3,-0.15,1.6,45,0.5,Cc1occc1C(=O)NCc1ccccc1F
0.2,58*,1.2,-38,0,-2.1,1.3,80*,0.4,CCn1c(Cc2ccccc2)nnc1SCC(=O)Nc1ccc(N2CCOCC2)c(Cl)c1
0.4,-4,1.3,4,6,0.7,0.8,64*,1,C=CCOC(=O)COc1ccc2c(C)c(CC)c(=O)oc2c1
0.7,45,1.1,15,1,-0.36,1.3,31,0.5,COC(=O)COc1ccc(S(=O)(=O)N2CCN(c3ccccc3F)CC2)cc1
1,-4,1.1,-11,0,0.92,0.9,-5,1,O=c1[nH]c(N2CCCCC2)nc2c1CCCC2
0.2,93*,0.9,12,1,-0.06,1.6,77*,0.1,CC(=O)C1=C(C)NC(SCC(=O)c2ccc(Cl)c(Cl)c2)=C(C#N)C1c1ccco1 (centres undefined)
1,-27,1.1,-19,-2,0.62,1.2,-2,1.3,COc1ccc(Cc2nnn(CC(=O)O)n2)cc1
0.9,34,1.1,17,-1,0.92,1.5,13,0.7,Cc1cc(C)c2[nH]c(=O)c(C(c3nnnn3C(C)(C)C)N(Cc3ccco3)CC3CCCO3)cc2c1 (centres undefined)
1,98*,1.1,11,-4,1.4,1.1,4,0,Cc1ccc(OCC(=O)Nn2c(C)nc3ccccc3c2=O)c(C(C)C)c1
1.1,-8,1,-13,1,0.5,1.1,-8,1.1,CCOc1ccc(NC(=O)C2CC=CCC2C(=O)O)cc1 (centres undefined)
0.6,-80,1.1,8,-4,0.67,1,43,1.8,O=C(NC1CC1)C1CCCN1S(=O)(=O)c1ccc2ccccc2c1 (centres undefined)
0.8,20,1.2,6,-3,1.3,1.5,16,0.8,O=C(Cn1nnc(-c2ccc(Cl)cc2)n1)NC1CCN(Cc2ccccc2)CC1

The list continues:
CYP2C19 act,CYP2C9 inhib,MT1-MMP txn act,Mac1 fbg inh,Mac1 fbg enh,Pyk2 oligo antag,PLAP activator,CYP2C19 inh,CYP2C9 activ,molecule
1,5,x,8,-1,x,0.9,-2,0.9,O=C(Cn1c(=O)oc2ccccc21)Nc1nnc(N2CCCCCC2)s1
0.3,54*,1,x,x,-0.38,1.1,75*,0.5,O=C(CSc1nnc(-c2ccncc2)n1Cc1ccccc1)Nc1nccs1
0.8,13,1.1,20,-7,0.4,1.1,20,0.9,COc1ccc2c(c1)OC(O)(C(F)(F)F)CC2=O (centres undefined)
1.1,2,1.4,1,-4,0.55,1.1,-7,1,O=C(O)C1CCCCC1C(=O)Nc1ccc2c(c1)OCCO2 (centres undefined)
0.8,68*,1,14,0,-1.2,1.3,25,0.3,CCOc1ccc(NS(=O)(=O)c2ccc(OCC)c3ncccc23)cc1
0.5,72*,1.1,-12,0,0,0.9,54*,0.3,CCC(OC(=O)c1cc2sccc2n1C)C(=O)NCc1ccco1 (centres undefined)
1.1,-6,1,-7,-4,-0.67,1.3,-9,1.1,CCOc1ccc(-n2c(Cc3cc(=O)[nH]c(=O)[nH]3)nnc2SCC)cc1
0.5,57*,1,-24,2,-3.7*,1.4,51*,0.4,CC(=O)N1CCc2cc(S(=O)(=O)NC(CC(C)C)C(=O)N3CCn4c3nc3ccccc34)ccc21 (centres undefined)
0.9,56*,1.1,-3,-5,0.43,1.3,14,0.4,NC(=O)C1(N2CCCCC2)CCN(C(=O)NC23CC4CC(CC(C4)C2)C3)CC1
0.6,-48,1.2,4,-2,-0.65,0.9,41,1.5,Cc1ccc(C2NC(=O)c3c(sc(C)c3C)N2)c(O)c1 (centres undefined)
0.9,-3,1.2,-4,0,-0.04,1.1,6,1,Cc1cccc(OCC(=O)N2CCC(N3CCOCC3)CC2)c1
1,18,1,-9,-4,-2.1,1.1,1,0.8,CCCN(CCC)S(=O)(=O)c1ccc(C(=O)Nc2nnc(CSC)o2)cc1
0.3,14,1.3,10,-4,0.21,1.4,68*,0.9,COCCn1c(SC(C)C(=O)Nc2ncc(Cl)cc2Cl)nc2ccccc21 (centres undefined)
0.7,20,1,17,-2,-0.91,1,34,0.8,O=c1oc(-c2cccs2)nc2sc3c(c12)CCC3
0.5,8,1.3,0,1,0.33,1.2,47,0.9,CC12CCC3(CO)COC(c4ccccc4O1)C2C3 (centres undefined)
0.2,79*,1.1,-30,0,-1.6,0.9,75*,0.2,COc1cc(/C=C/c2cc(OC(C)=O)c3ccccc3n2)c(OC(C)=O)c([N+](=O)[O-])c1
1,-1,1.1,-2,-3,0.71,0.9,1,1,O=C(c1ccc(S(=O)(=O)N2CCOCC2)cc1)N1CCc2ccccc2C1
1,-3,1.1,-20,0,-0.23,0.9,0,1,Cc1ccc(S(=O)(=O)NCCC(=O)OCn2nnc3ccccc3c2=O)cc1
0.7,14,0.7,15,-4,-1.6,1.1,25,0.9,O=C(Nc1nc2c(s1)CCCC2)c1cccs1
0.4,75*,x,18,1,-2.1,2*,59*,0.3,CCN(C(=O)CCc1nc(-c2ccc(OC)cc2)no1)c1cc(OC)ccc1OC

Record cards (already shown).
Cc1ccc(S(=O)(=O)NCCC(=O)OCn2nnc3ccccc3c2=O)cc1 is listed with CYP2C19 act: 1; CYP2C9 inhib: -3; MT1-MMP txn act: 1.1; Mac1 fbg inh: -20; Mac1 fbg enh: 0; Pyk2 oligo antag: -0.23; PLAP activator: 0.9; CYP2C19 inh: 0; CYP2C9 activ: 1
Cc1noc(C)c1S(=O)(=O)N1CCC(C(=O)N2CCN(c3ccccc3Cl)CC2)CC1 is listed with CYP2C19 act: 1; CYP2C9 inhib: 16; MT1-MMP txn act: 1; Mac1 fbg inh: 6; Mac1 fbg enh: -2; Pyk2 oligo antag: 1.1; PLAP activator: 1.8; CYP2C19 inh: 0; CYP2C9 activ: 0.8
COc1cc(/C=N/Nc2nc3ccccc3o2)cc(OC)c1O is listed with CYP2C19 act: 0.8; CYP2C9 inhib: 28; MT1-MMP txn act: 1.4; Mac1 fbg inh: -9; Mac1 fbg enh: 1; Pyk2 oligo antag: 0.26; PLAP activator: 2.3*; CYP2C19 inh: 18; CYP2C9 activ: 0.7

Screens from PubChem.
